High-throughput results as filed in PubChem.
PRMT1 FP inh = blocks human protein arginine methyltransferase 1 | recombinant PRMT1, activity-based probe fluorescence polarization | actives 1.3% (n = 370,000) | Q99873 | inhibition, % at 2.79 µM;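 active = inhibition above about 21% made by adding two undisclosed values, limit read from the data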
rCAG RNA binder = r(CAG) repeat RNA binding; inhibition, % at 3 µM; actives 1.3% (n = 370,000); TO-PRO-1 dye displacement fluorescence;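 active = inhibition above the plate cutoff, the mean of all test compounds on that plate plus 3 SD, cut at about 35% in these data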;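 note: 0% = DMSO alone and 100% = 100 µM mitoxantrone as full dye displacement; higher means more dye released from RNA so lower well fluorescence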
SIAE primary = human SIAE inhibition, primary screen; Q9HAT2; SIAE FP-Rh probe binding, fluorescence polarization; inhibition, % at 9.66 µM; actives 0.69% (n = 370,000);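 active = inhibition above a cutoff: mean of compounds within the control limits plus 3 SD of those, cut at about 17% in these data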;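 note: 0% = plate median of compound wells and 100% = probe without SIAE protein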
LEDGF integ inh = blocks HIV-1 LEDGF/p75-dependent DNA integration; TR-FRET IN-LEDGF/p75 DNA integration, Eu/Cy5; actives 0.64% (n = 370,000); inhibition, % at 3.7 µM;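 active = inhibition above the screen-wide mean plus 3 SD, cut at about 13% in these data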;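 note: signal is the Cy5 over europium emission ratio at 671 and 618 nm; 0% = plate median of compound wells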
TCR CD3 inh = inhibitors of human TCR-CD3 interaction; TAMRA-labeled TCR probe fluorescence, biochemical; inhibition, % at 9.4 µM; actives 0.37% (n = 360,000); in the data active = inhibition above about 19%;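 note: recombinant mutant TCR 2C K166C tagged with TAMRA read by polarization; 0% = receptor in buffer alone and 100% = receptor with positive control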
MBD2 DNA inh = blocks human MBD2 binding to methylated DNA; AID 686964; actives 0.31% (n = 370,000); TR-FRET, MBD2 binding to methylated oligonucleotide; inhibition, % at 4.4 µM; Q9UBB5; in the data active = inhibition above about 13%
Target sequence (Q9UBB5 whole entry, looked up): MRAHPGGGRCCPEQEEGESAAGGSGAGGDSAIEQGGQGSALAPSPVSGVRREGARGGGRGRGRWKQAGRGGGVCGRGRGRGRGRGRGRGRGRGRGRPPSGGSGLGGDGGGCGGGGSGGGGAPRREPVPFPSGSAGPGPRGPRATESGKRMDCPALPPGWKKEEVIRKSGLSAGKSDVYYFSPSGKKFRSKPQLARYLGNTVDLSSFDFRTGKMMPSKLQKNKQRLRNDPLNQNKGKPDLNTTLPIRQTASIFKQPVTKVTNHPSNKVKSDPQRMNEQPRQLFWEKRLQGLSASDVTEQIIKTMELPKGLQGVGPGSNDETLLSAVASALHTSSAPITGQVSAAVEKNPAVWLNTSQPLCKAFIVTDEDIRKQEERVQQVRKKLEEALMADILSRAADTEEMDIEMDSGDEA
mABHD4 FP = inhibits mouse alpha/beta hydrolase domain 4; actives 0.54% (n = 370,000); purified mABHD4, FP-Rh probe fluorescence polarization; inhibition, % at 8.92 µM;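 active = inhibition exceeding the mean over every tested compound plus 3 SD, cut at about 30% in these data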;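 note: 0% = plate median of compound wells and 100% = S159A mutant with DMSO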
Target sequence (Q8VD66 whole entry, looked up, the tested form may be a part): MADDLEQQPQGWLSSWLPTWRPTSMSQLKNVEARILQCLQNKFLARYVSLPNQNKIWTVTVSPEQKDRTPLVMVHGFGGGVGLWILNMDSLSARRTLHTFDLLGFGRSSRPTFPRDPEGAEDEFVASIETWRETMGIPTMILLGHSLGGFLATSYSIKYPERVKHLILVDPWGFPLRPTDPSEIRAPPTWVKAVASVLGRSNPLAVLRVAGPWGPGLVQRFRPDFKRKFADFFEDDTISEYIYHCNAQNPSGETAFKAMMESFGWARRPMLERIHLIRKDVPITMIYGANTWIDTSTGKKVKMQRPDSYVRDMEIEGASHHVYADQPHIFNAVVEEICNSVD
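Material: mouse ABHD4 enzyme, wild type; Benchmarks: S159A mutant high control, sample median low control; Buffer or medium: HEPES pH 7.0, NaCl, Pluronic buffer; Signal: fluorescence polarization; Read-out: percent inhibition of probe binding, normalized to plate controls; Timing: pre-incubation 45 min, probe exposure 60 min, at 25 °C; Dosing: 8.92 µM, single dose.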
HTRA1 inhibitor = HTRA1 (human) protease inhibition; Q92743; recombinant HTRA1, FP-rhodamine activity-based probe, fluorescence polarization; inhibition, % at 5.96 µM; actives 0.5% (n = 340,000); AID 504803; in the data active = inhibition above about 36%;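 note: 0% = enzyme with DMSO and 100% = wells lacking enzyme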
GC-B act = GC-B (human) receptor activation; P20594; HEK293-GC-B cells, CNP EC30, cGMP TR-FRET; 0% at EC30 CNP, 100% saturating CNP; activation, % at 10 µM; actives 0.11% (n = 370,000); AID 1920062;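 active = activation at 10 µM reaching about 35% in either raw or pattern-adjusted values, limit read from the data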
TDP2 absorb = TDP2 (human) inhibition, absorbance primary screen | AID 720702 | inhibition, % at 12.8 µM | actives 0.34% (n = 370,000) | O95551 | recombinant TDP2, T5PNP hydrolysis, p-nitrophenol absorbance 415 nm;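 active = inhibition above the mean of all tested compounds plus 3 SD, set per campaign, cut at about 25% in these data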;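 note: 0% = DMSO with enzyme and 100% = buffer with substrate but no TDP2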
Target sequence (O95551 whole entry, looked up): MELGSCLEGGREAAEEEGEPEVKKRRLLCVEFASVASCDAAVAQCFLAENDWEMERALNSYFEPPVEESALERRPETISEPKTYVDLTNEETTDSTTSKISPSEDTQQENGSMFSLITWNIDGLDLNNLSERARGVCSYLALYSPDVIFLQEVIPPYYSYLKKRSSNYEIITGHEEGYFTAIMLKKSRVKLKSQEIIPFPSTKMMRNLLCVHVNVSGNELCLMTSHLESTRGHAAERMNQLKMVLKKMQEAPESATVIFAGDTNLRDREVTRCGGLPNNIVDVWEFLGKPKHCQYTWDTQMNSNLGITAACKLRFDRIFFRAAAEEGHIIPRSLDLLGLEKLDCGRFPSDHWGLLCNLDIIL
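Test system: Human TDP2 enzyme | Reagent: 5 mM T5PNP | Compound dosing: 12.8 µM single point, 1% DMSO | Incubation: Enzyme reaction with compound for 2 h at 37 °C | Technique: p-Nitrophenol epi absorbance | Read-out: % inhibition relative to enzyme-containing and enzyme-free wells | Benchmarks: High control without enzyme, low control DMSO plus TDP2 | Replicates: Singlicate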
Active calls of the source: *. A portion of the library; count on the stated rates, not on these rows.

How did COc1nnc(-c2ccccc2)s1 do in these assays?
PRMT1 FP inh: 5; rCAG RNA binder: 0; SIAE primary: -1; LEDGF integ inh: -4; TCR CD3 inh: -1; MBD2 DNA inh: 4; mABHD4 FP: 2; HTRA1 inhibitor: 8; GC-B act: 5; TDP2 absorb: 14

Results for COc1cccc(-c2cc(C(F)(F)F)n3nc(N)nc3n2)c1 ?
PRMT1 FP inh: 2; rCAG RNA binder: -2; SIAE primary: -4; LEDGF integ inh: 4; TCR CD3 inh: -9; MBD2 DNA inh: 3; mABHD4 FP: 4; HTRA1 inhibitor: -5; GC-B act: 7; TDP2 absorb: -3

What do the screens show for `COc1ccc(NS(=O)(=O)c2cc(NC(=O)c3cccs3)ccc2N2CCCC2)cc1`?
PRMT1 FP inh: -3; rCAG RNA binder: 9; SIAE primary: 26*; LEDGF integ inh: 2; TCR CD3 inh: 1; MBD2 DNA inh: -1; mABHD4 FP: -13; HTRA1 inhibitor: -26; GC-B act: -6; TDP2 absorb: 2

How did O=C(C1CC1)N1CCc2cc(Br)cc(S(=O)(=O)NCCCN3CCCC3)c21 do in these assays?
PRMT1 FP inh: 1; rCAG RNA binder: 7; SIAE primary: -3; LEDGF integ inh: 4; TCR CD3 inh: -5; MBD2 DNA inh: 1; mABHD4 FP: -14; HTRA1 inhibitor: 19; GC-B act: -3; TDP2 absorb: -8

What do the screens show for `Cc1ccccc1NC(=S)N(Cc1cccnc1)Cc1ccco1`?
PRMT1 FP inh: -6; rCAG RNA binder: -2; SIAE primary: -3; LEDGF integ inh: 0; TCR CD3 inh: 4; MBD2 DNA inh: 2; mABHD4 FP: -8; HTRA1 inhibitor: 2; GC-B act: 4; TDP2 absorb: 7

How did O=[N+]([O-])c1cccc(-n2nnnc2CN2CCCC2)c1 do in these assays?
PRMT1 FP inh: 1; rCAG RNA binder: 1; SIAE primary: 0; LEDGF integ inh: 3; TCR CD3 inh: 7; MBD2 DNA inh: 1; mABHD4 FP: 1; HTRA1 inhibitor: 3; GC-B act: 9; TDP2 absorb: 9

What do the screens show for `O=C(c1cccs1)N1C[C@@H](n2cc(C3CC3)nn2)[C@H](O)C[C@@H]1c1ccc(Cl)cc1`?
PRMT1 FP inh: -2; rCAG RNA binder: 3; SIAE primary: -2; LEDGF integ inh: 0; TCR CD3 inh: 3; MBD2 DNA inh: -4; mABHD4 FP: -4; HTRA1 inhibitor: -5; GC-B act: -6; TDP2 absorb: -3

How did Cn1c2ccc(F)cc2c2nnc(SCCN3CCOCC3)nc21 do in these assays?
PRMT1 FP inh: 6; rCAG RNA binder: 0; SIAE primary: -1; LEDGF integ inh: 2; TCR CD3 inh: -7; MBD2 DNA inh: -5; mABHD4 FP: 1; HTRA1 inhibitor: 3; GC-B act: 7; TDP2 absorb: -6

What do the screens show for `CCN(CC)C(=S)SC1=CCS(=O)(=O)C1`?
PRMT1 FP inh: -1; rCAG RNA binder: 3; SIAE primary: 3; LEDGF integ inh: 6; TCR CD3 inh: 1; MBD2 DNA inh: 7; mABHD4 FP: 7; GC-B act: -1; TDP2 absorb: -1

Results for Clc1ccc(-c2nnnn2-c2ccc(Cl)c(Cl)c2)cc1Cl ?
PRMT1 FP inh: -3; rCAG RNA binder: 1; SIAE primary: -10; LEDGF integ inh: -2; TCR CD3 inh: 3; MBD2 DNA inh: -3; mABHD4 FP: -6; HTRA1 inhibitor: -33; GC-B act: -5; TDP2 absorb: -11

What do the screens show for `O=C(Nc1ccc(N2CCOCC2)c(Cl)c1)c1cccnc1Cl`?
PRMT1 FP inh: 3; rCAG RNA binder: 5; SIAE primary: -6; LEDGF integ inh: 1; TCR CD3 inh: -6; MBD2 DNA inh: 5; mABHD4 FP: -13; HTRA1 inhibitor: -2; GC-B act: 2; TDP2 absorb: -5

How did C/C(N)=C(/C#N)C(=O)CSc1nc2cc(Cl)ccc2c(=O)n1Cc1ccco1 do in these assays?
PRMT1 FP inh: 17; rCAG RNA binder: 10; SIAE primary: -13; LEDGF integ inh: 3; TCR CD3 inh: -4; MBD2 DNA inh: -1; mABHD4 FP: -11; HTRA1 inhibitor: -13; GC-B act: -9; TDP2 absorb: -14

What do the screens show for `CS(=O)(=O)N(Cc1nnc(-c2cccs2)o1)c1ccc(Cl)cc1F`?
PRMT1 FP inh: -1; rCAG RNA binder: -2; SIAE primary: 2; LEDGF integ inh: 0; TCR CD3 inh: -5; MBD2 DNA inh: -5; mABHD4 FP: -3; HTRA1 inhibitor: 5; GC-B act: -4; TDP2 absorb: 13

What do the screens show for `COc1ccc(OC)c(C(=O)N2CCCC(Nc3ccc(F)cc3)C2)c1` (centres undefined)?
PRMT1 FP inh: -2; rCAG RNA binder: -2; SIAE primary: 7; LEDGF integ inh: 0; TCR CD3 inh: -1; MBD2 DNA inh: -2; mABHD4 FP: 2; HTRA1 inhibitor: -2; GC-B act: -2; TDP2 absorb: 5

How did O=C(C(=O)N1CCN(c2ccccc2F)CC1)c1cn(CC(=O)N2CCCC2)c2ccccc12 do in these assays?
PRMT1 FP inh: -2; rCAG RNA binder: 4; SIAE primary: -1; LEDGF integ inh: 1; TCR CD3 inh: -1; MBD2 DNA inh: 0; mABHD4 FP: 8; HTRA1 inhibitor: -1; GC-B act: 1; TDP2 absorb: -7

How did O=C(COc1ccccc1Cl)Nn1cnnc1 do in these assays?
PRMT1 FP inh: 0; rCAG RNA binder: 2; SIAE primary: 5; LEDGF integ inh: -2; TCR CD3 inh: 5; MBD2 DNA inh: 0; mABHD4 FP: -2; HTRA1 inhibitor: 2; GC-B act: 4; TDP2 absorb: -5

How did COc1cccc(CNc2nnnn2C)c1 do in these assays?
PRMT1 FP inh: -1; rCAG RNA binder: -1; SIAE primary: 0; LEDGF integ inh: -3; TCR CD3 inh: 4; MBD2 DNA inh: 1; mABHD4 FP: -5; HTRA1 inhibitor: 2; GC-B act: -8; TDP2 absorb: 13

How did COc1cc(/C=C/C(=O)c2ccc3c(c2)OCCO3)cc(Br)c1OCC(=O)N(C)C do in these assays?
PRMT1 FP inh: 0; rCAG RNA binder: 7; SIAE primary: -13; LEDGF integ inh: 0; TCR CD3 inh: 6; MBD2 DNA inh: 1; mABHD4 FP: -9; HTRA1 inhibitor: -2; GC-B act: 11; TDP2 absorb: 3

Results for Nc1nc(Nc2ccccc2Cl)cc(=O)[nH]1 ?
PRMT1 FP inh: 2; rCAG RNA binder: 15; SIAE primary: -3; LEDGF integ inh: -2; TCR CD3 inh: 5; MBD2 DNA inh: -3; mABHD4 FP: 2; HTRA1 inhibitor: 3; GC-B act: 4; TDP2 absorb: 3

What do the screens show for `COC(=O)c1ccccc1NC(=O)CN(C1CCCCC1)S(C)(=O)=O`?
PRMT1 FP inh: -2; rCAG RNA binder: -8; SIAE primary: 0; LEDGF integ inh: 2; TCR CD3 inh: -1; MBD2 DNA inh: -5; mABHD4 FP: 1; HTRA1 inhibitor: 7; GC-B act: -7; TDP2 absorb: 12

What do the screens show for `COc1ccc(OC)c(S(=O)(=O)N2CCCC(C(=O)NCCc3ccccc3)C2)c1` (centres undefined)?
PRMT1 FP inh: -3; rCAG RNA binder: -5; SIAE primary: -5; LEDGF integ inh: -1; TCR CD3 inh: 2; MBD2 DNA inh: 4; mABHD4 FP: -1; HTRA1 inhibitor: 4; GC-B act: -2; TDP2 absorb: 2

How did O=C(CNC(=O)N1CC(=O)Nc2ccccc21)NCCc1ccc(Cl)cc1 do in these assays?
PRMT1 FP inh: 4; rCAG RNA binder: -1; SIAE primary: 2; LEDGF integ inh: 1; TCR CD3 inh: 1; MBD2 DNA inh: 4; mABHD4 FP: -3; HTRA1 inhibitor: -2; GC-B act: -1; TDP2 absorb: -7

Results for COc1ccc(C)cc1NC(=O)COC(=O)Cc1ccc(-c2ccccc2)cc1 ?
PRMT1 FP inh: 2; rCAG RNA binder: 8; SIAE primary: -18; LEDGF integ inh: -4; TCR CD3 inh: 2; MBD2 DNA inh: 4; mABHD4 FP: 7; HTRA1 inhibitor: -24; GC-B act: 1; TDP2 absorb: -10

What do the screens show for `Cc1ccc(CNS(=O)(=O)c2ccc3c(c2)CCN3C(=O)C2CCC2)cc1`?
PRMT1 FP inh: 0; rCAG RNA binder: -2; SIAE primary: 4; LEDGF integ inh: 1; TCR CD3 inh: -3; MBD2 DNA inh: 1; mABHD4 FP: 5; HTRA1 inhibitor: -12; GC-B act: -3; TDP2 absorb: 10

Results for Cc1noc(C)c1COC(=O)C1COc2ccccc2O1 (centres undefined) ?
PRMT1 FP inh: 0; rCAG RNA binder: 0; SIAE primary: -6; LEDGF integ inh: 1; TCR CD3 inh: 7; MBD2 DNA inh: 0; mABHD4 FP: 6; HTRA1 inhibitor: 10; GC-B act: -4; TDP2 absorb: -7

Results for CCCN1CCN(CCCNC(=O)CCn2nc(-c3ccccc3)ccc2=O)CC1 ?
PRMT1 FP inh: 5; rCAG RNA binder: 0; SIAE primary: -4; LEDGF integ inh: -1; TCR CD3 inh: -2; MBD2 DNA inh: 2; mABHD4 FP: 6; HTRA1 inhibitor: 0; GC-B act: -4; TDP2 absorb: 5

What do the screens show for `Cc1cc(Cl)c(S(=O)(=O)NCc2cccnc2)cc1OCC(=O)NC1CCCCC1`?
PRMT1 FP inh: 6; rCAG RNA binder: -6; SIAE primary: -5; LEDGF integ inh: -3; TCR CD3 inh: -4; MBD2 DNA inh: 0; mABHD4 FP: 3; HTRA1 inhibitor: 0; GC-B act: 4; TDP2 absorb: -4

What do the screens show for `COc1ccc(CCNC(=O)c2cc3c(F)cccc3s2)cc1OC`?
PRMT1 FP inh: 0; rCAG RNA binder: 1; SIAE primary: -9; LEDGF integ inh: -3; TCR CD3 inh: -3; MBD2 DNA inh: 0; mABHD4 FP: 1; HTRA1 inhibitor: -16; GC-B act: 0; TDP2 absorb: -10

How did Cc1cc(C)c(Cn2c3ccccc3c3cnn(CC(=O)NCc4ccccn4)c(=O)c32)c(C)c1 do in these assays?
PRMT1 FP inh: -2; rCAG RNA binder: 6; SIAE primary: -25; LEDGF integ inh: 3; TCR CD3 inh: -1; MBD2 DNA inh: -2; mABHD4 FP: -10; HTRA1 inhibitor: -12; GC-B act: -10; TDP2 absorb: -6

Results for C[C@@H]1CN([C@H](C)CO)S(=O)(=O)c2ccc(Br)cc2O[C@H]1CN(C)S(C)(=O)=O ?
PRMT1 FP inh: -8; rCAG RNA binder: 2; SIAE primary: -2; LEDGF integ inh: 3; TCR CD3 inh: 7; MBD2 DNA inh: 5; mABHD4 FP: 0; HTRA1 inhibitor: -1; GC-B act: -5; TDP2 absorb: 1

No new results follow: two of the compounds above.
What do the screens show for `COc1ccc(OC)c(S(=O)(=O)N2CCCC(C(=O)NCCc3ccccc3)C2)c1` (centres undefined)?
PRMT1 FP inh: -3; rCAG RNA binder: -5; SIAE primary: -5; LEDGF integ inh: -1; TCR CD3 inh: 2; MBD2 DNA inh: 4; mABHD4 FP: -1; HTRA1 inhibitor: 4; GC-B act: -2; TDP2 absorb: 2

How did O=C(CNC(=O)N1CC(=O)Nc2ccccc21)NCCc1ccc(Cl)cc1 do in these assays?
PRMT1 FP inh: 4; rCAG RNA binder: -1; SIAE primary: 2; LEDGF integ inh: 1; TCR CD3 inh: 1; MBD2 DNA inh: 4; mABHD4 FP: -3; HTRA1 inhibitor: -2; GC-B act: -1; TDP2 absorb: -7
